Compound activity: PubChem BioAssay, several laboratories
KCNQ1 block: blocks the human KCNQ1 potassium channel | CHO-K1 KCNQ1, FluxOR thallium flux fluorescence; stronger effect = higher value | AID 2642 | B-score at 10 µM | 310,000 compounds, 1.3% hits | P51787;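 active = compounds whose thallium flux B-score, printed positive for inhibition, exceeds three library SD while starting fluorescence stays within three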;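 note: channel opened by potassium depolarization with thallium stimulus after 20 min compound exposure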
KCNQ1 pot: human KCNQ1 channel potentiation or activation | P51787 | CHO-K1 KCNQ1, thallium flux FluxOR fluorescence; stronger effect = higher value | B-score at 10 µM | 310,000 compounds, 0.35% hits | AID 2648;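 active = fluorescence ratio B-score, a plate-corrected score, at least three library SD, with initial intensity B-score within 5 SD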
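Assay system: CHO-K1 cells stably expressing KCNQ1; Medium: assay buffer with matched DMSO; Also added: K+/Tl+ depolarizing stimulus; Dosing: single dose; Timing: dye 90 min, compound 20 min, room temperature; Measured by: kinetic FluxOR thallium fluorescence, 10-s 1-Hz baseline, 110-s post-stimulus read; Read-out: peak-minus-minimum fluorescence over initial fluorescence, negative-control normalized, B-scored.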
HDAC3 inh: inhibitors of human histone deacetylase 3; recombinant HDAC3, fluorogenic peptide/trypsin coupled, fluorescence; O15379; inhibition, % at 8.3 µM; 320,000 compounds, 0.15% hits; in the data active = inhibition above about 26%, passing the limit was not always enough
hERG protect: hERG (human) protection from proarrhythmic block; Q12809; CHO-hERG, FluxOR thallium flux, dofetilide IC70 present; activation (rescue from dofetilide block), less the hit threshold, % at 10 µM; 310,000 compounds, 0.51% hits;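 active = activation above the mean of controls blocked by dofetilide plus 5 SD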;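 note: thallium influx through hERG after potassium depolarization seen as dye fluorescence rise; in these data hits start at about 4.7%; inactives centre near -7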
KCNK3 inh: human KCNK3 channel inhibition, primary screen; CHO-KCNK3 thallium flux, FluxOR fluorescence; stronger effect = lower value; B-score at 10 µM; 340,000 compounds, 0.84% hits; AID 602410;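 active = B-score under library mean minus 4 SD, starting fluorescence ratio at most library mean plus 5 SD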;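 note: more negative B-score means stronger inhibition of thallium flux through KCNK3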
Target sequence (O14649 whole entry, looked up): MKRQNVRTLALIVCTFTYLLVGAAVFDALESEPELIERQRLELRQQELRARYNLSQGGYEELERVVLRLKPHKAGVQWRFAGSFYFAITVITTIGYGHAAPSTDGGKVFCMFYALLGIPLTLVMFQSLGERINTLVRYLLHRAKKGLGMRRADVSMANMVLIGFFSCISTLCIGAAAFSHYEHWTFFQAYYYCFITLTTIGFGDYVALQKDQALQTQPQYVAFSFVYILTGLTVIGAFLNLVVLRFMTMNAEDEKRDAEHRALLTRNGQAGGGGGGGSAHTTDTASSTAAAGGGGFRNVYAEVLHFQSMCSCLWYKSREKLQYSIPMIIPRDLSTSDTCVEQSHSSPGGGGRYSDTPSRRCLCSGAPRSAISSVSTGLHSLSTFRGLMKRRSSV
GSK3beta inhib: blocks human GSK3beta kinase activity | P49841 | GST-GSK3beta kinase, ADP-Glo luminescence, 60 min; stronger effect = lower value | activity score (negative = inhibition), % at 10 µM | 300,000 compounds, 0.038% hits;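 active = more than half of replicate wells score below -50%, meaning over 50% inhibition versus plate controls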;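 note: 0% = median DMSO wells and -100% = median GW8510 positive control wells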
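test system = GST-tagged human GSK3beta kinase, cell-free | reagent = 25 µM ATP with peptide substrate | dosing = one dose of 10 µM per compound | schedule = 60 min reaction, RT | detection = luminescent ADP-Glo measurement of ADP formed | control set = DMSO neutral wells and GW8510 at 20 µM as positive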
KCNK9 inh: inhibitors of human KCNK9 two-pore domain potassium channel; Q9NPC2; 310,000 compounds, 1.2% hits; B-score at 10 µM; HEK293 KCNK9, FluxOR thallium flux fluorescence; stronger effect = lower value;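 active = ratio B-score over 3 SD below the library mean, with starting fluorescence within 5 SD of its mean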;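 note: negative B-score means less thallium flux so channel inhibition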
PolyA inh: inhibitors of polyadenylation in S. cerevisiae. S. cerevisiae SKY197-pL101 polyadenylation reporter, beta-gal luminescence; efflux-impaired pdr1/pdr3 knockout yeast; score 100 = 6 SD above DMSO. calls only at 12 µM. 300,000 compounds, 0.02% hits. AID 1875;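 active = lowest replicate activity score at least 50, where 100 means six control SD above control mean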;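 note: yeast exposed to compound for 9 h at 30 °C; higher score means more reporter readthrough which indicates perturbed polyadenylation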
RGS4 pot: RGS4 potentiation or activation. HEK293 M3R/inducible RGS4, carbachol calcium flux Fluo4; stronger effect = lower value. B-score at 10 µM. 310,000 compounds, 0.92% hits;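 active = B-score of the integrated calcium signal more than 4 SD below the library mean, with starting fluorescence not abnormally high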;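 note: negative B-score means reduced calcium response which marks RGS4 activation or potentiation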
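Also added: carbachol at ECmax as muscarinic agonist stimulus; Assay system: HEK293 cells with stable M3R and inducible RGS4; Timing: overnight RGS4 induction, 30 min dye load 37 °C, 20 min compound RT; Measured by: Fluo4-AM (2 µM) calcium-flux fluorescence, kinetic read.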
GSK3A inh: inhibitors of human GSK-3 alpha kinase; inhibition, % at 10 µM; 320,000 compounds, 0.1% hits; ADP-Glo luminescence, 60 min; AID 2650;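 in the data active = inhibition above about 50%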;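 note: GST-tagged GSK-3 alpha with peptide substrate and 25 µM ATP; 0% = DMSO neutral wells and 100% = GW8510 positive control wells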
Target sequence (P49840 whole entry, looked up): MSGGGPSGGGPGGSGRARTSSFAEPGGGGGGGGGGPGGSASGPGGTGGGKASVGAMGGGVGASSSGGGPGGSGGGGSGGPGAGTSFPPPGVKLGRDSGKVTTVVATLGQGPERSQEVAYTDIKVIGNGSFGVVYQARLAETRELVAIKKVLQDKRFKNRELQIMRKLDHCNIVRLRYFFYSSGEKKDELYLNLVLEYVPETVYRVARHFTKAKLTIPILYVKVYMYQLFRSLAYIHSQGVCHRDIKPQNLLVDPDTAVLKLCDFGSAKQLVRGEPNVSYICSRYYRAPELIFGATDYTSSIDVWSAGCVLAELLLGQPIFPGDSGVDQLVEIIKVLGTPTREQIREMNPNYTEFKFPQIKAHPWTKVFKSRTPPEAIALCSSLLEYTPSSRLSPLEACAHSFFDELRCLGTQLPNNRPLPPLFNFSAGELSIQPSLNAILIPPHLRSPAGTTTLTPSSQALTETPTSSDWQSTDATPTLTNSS
DYRK1A inh: inhibitors of rat Dyrk1A kinase. 310,000 compounds, 0.43% hits. inhibition, % at 12.5 µM. ADP-Glo luminescence, NFATc1 peptide. AID 504441. Q63470; in the data active = inhibition above about 50%;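 note: plate controls were vehicle with enzyme for no effect and no enzyme for full effect; many of its hits are not listed in these tables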
Starred values were filed as active, the others as inactive; i = inactive; . = not tested or not shown. This is a subset; the hit share may differ from the screen's.

nr | structure | KCNQ1 block | KCNQ1 pot | HDAC3 inh | hERG protect | KCNK3 inh | GSK3beta inhib | KCNK9 inh | PolyA inh | RGS4 pot | GSK3A inh | DYRK1A inh
1 | O=C(Nc1cnccn1)c1ccc(Cl)cc1 | i | i | -1 | -2 | i | 1 | i | . | i | -3 | 8
2 | Oc1c(Br)cc(/C=N/NC(=S)NCC2CCCO2)cc1Br (stereo unspecified) | i | i | -2 | -8 | i | 3 | i | i | i | -4 | 3
3 | COc1ccc(C(CNC(=O)c2ccccc2C)N2CCCC2)cc1 (stereo unspecified) | i | i | 2 | -11 | i | 2 | i | i | i | -2 | -1
4 | O=C(CNC(=O)c1ccc(Br)cc1)N/N=C/c1ccc[nH]1 | i | i | 7 | -1 | i | 0 | i | i | i | -2 | -2
5 | COc1ccc(C(=O)NCCc2cn3ccccc3n2)cc1 | i | i | . | -8 | i | 5 | i | i | i | 2 | -8
6 | CCc1ccc(CN(C)CCc2ccccn2)cc1 | i | i | 5 | -8 | i | 1 | i | i | i | 1 | 4
7 | C/C(CCc1ccc2c(c1)OCO2)=N\N=C(/N)SC1CC(=O)N(c2ccc(Cl)cc2)C1=O (stereo unspecified) | i | i | 0 | -5 | i | 3 | i | i | i | -6 | 4
8 | CC(Oc1ccccc1)C(=O)N=Nc1c(O)[nH]c2ccc([N+](=O)[O-])cc12 (stereo unspecified) | i | i | -1 | -12 | i | 1 | i | i | i | -3 | 15
9 | O=C1c2ccccc2C(=O)N1CCc1ccccc1 | i | i | -2 | -2 | i | -4 | i | i | i | -3 | 3
10 | O=Cc1cn(CCOc2ccccc2F)c2ccccc12 | i | i | 8 | -2 | i | -2 | i | i | i | -1 | 41
11 | Cc1ccc(O)c(C2=Nc3ccccc3N=C(c3ccc([N+](=O)[O-])cc3)C2)c1 | i | i | 1 | -2 | i | 0 | i | i | i | -2 | -3
12 | CCOc1ccc(C(CCc2ccccc2)NC(=O)c2ccccc2OC)cc1OCC (stereo unspecified) | i | i | -2 | -7 | i | 2 | i | i | i | 1 | 7
13 | NC(=O)CSc1nc2ccccc2n1Cc1ccccc1 | i | i | -2 | -13 | i | 1 | i | i | i | 6 | -1
14 | Brc1ccc2[nH]ncc2c1 | i | i | -2 | -2 | i | 2 | i | i | i | -4 | -4
15 | Cc1cccc(-c2nsc(SCC(=O)c3ccc(Cl)cc3)n2)c1 | i | i | 1 | -13 | i | 1 | i | i | i | -1 | 2
16 | CC(=O)N1CCN(C(=O)c2ccc(NS(=O)(=O)c3cc(C)ccc3C)cc2)CC1 | i | i | . | -16 | i | 4 | i | i | i | -1 | 1
17 | N#Cc1cccc(-n2nnnc2-c2ccc3c(c2)OCO3)c1 | i | i | -2 | -9 | i | 0 | i | i | i | 3 | -43
18 | Cc1cc(NC(=O)CSc2nncn2-c2ccccc2)no1 | i | i | -2 | 0 | i | -1 | i | i | i | 0 | 1
19 | Cc1sc(NC(=O)c2cccc(N3C(=O)CCC3=O)c2)nc1-c1ccccc1 | i | i | 6 | -22 | i | -1 | i | i | i | -2 | .
20 | O=C1N=C(c2ccccc2)S/C1=C\c1cccs1 | i | i | 4 | -5 | i | 1 | i | i | i | 4 | .
21 | CCn1c(=NC(=O)c2ccc(S(=O)(=O)N3CCOCC3)cc2)sc2cccc(OC)c21 | i | i | -5 | -5 | i | 1 | i | i | i | 1 | 1
22 | CN(C)C(CNC(=O)c1cc(Br)ccc1Cl)c1ccco1 (stereo unspecified) | i | i | 0 | -3 | i | 1 | i | i | i | 1 | 2
23 | c1ccc(-c2noc(CN3CCN(c4cnccn4)CC3)n2)cc1 | i | i | -2 | -7 | i | -1 | i | i | i | 1 | 0
24 | CC(=O)Oc1ccc(CC(C(=O)O)N2C(=O)c3ccccc3C2=O)cc1 (stereo unspecified) | i | i | -4 | -2 | i | -2 | i | i | i | -1 | -1
25 | COC(=O)c1ccc(CSc2nncn2N)cc1 | i | i | 1 | -12 | i | 4 | i | i | i | -3 | -1
26 | COc1ccc2c(CC(=O)NCc3cccs3)coc2c1 | i | i | -5 | -6 | i | 2 | i | i | i | . | .
27 | CC(NC(=O)CCN1C(=O)c2ccccc2C1=O)c1ccccc1 (stereo unspecified) | i | i | -5 | -8 | i | -1 | i | i | i | -1 | -3
28 | O=C(CN1CCN(Cc2ccccc2)C1=O)NCc1cccs1 | i | i | -8 | -6 | i | 1 | i | i | i | -2 | -1
29 | O=C(CSc1nc(=O)n(CCCN2CCOCC2)c2c1CCC2)Nc1cccc(F)c1 | i | i | 1 | -8 | i | -3 | i | i | i | -2 | 5
30 | CCC(=O)NCCc1nc2ccccc2n1CC | i | i | -2 | -3 | i | 2 | i | i | i | 0 | -6

3 compounds from above, limited to GSK3A inh.
No.	SMILES	GSK3A inh
12	CCOc1ccc(C(CCc2ccccc2)NC(=O)c2ccccc2OC)cc1OCC (stereo unspecified)	1
19	Cc1sc(NC(=O)c2cccc(N3C(=O)CCC3=O)c2)nc1-c1ccccc1	-2
30	CCC(=O)NCCc1nc2ccccc2n1CC	0

Continued:
nr | structure | KCNQ1 block | KCNQ1 pot | HDAC3 inh | hERG protect | KCNK3 inh | GSK3beta inhib | KCNK9 inh | PolyA inh | RGS4 pot | GSK3A inh | DYRK1A inh
31 | COc1cccc(Cn2cnc3c(NS(=O)(=O)c4cccc(Cl)c4Cl)c(C)c(C)cc32)c1 | i | i | 12 | -14 | i | -3 | -13* | i | i | -2 | 1
32 | CC(=O)c1cn(CC(=O)NCC2CCCO2)c2ccccc12 (stereo unspecified) | i | i | -3 | -2 | i | 0 | i | i | i | 2 | 2
33 | Cc1cc(C)cc(N(C(=O)c2csnn2)C(C(=O)NC2CCCCC2)c2cccnc2)c1 (stereo unspecified) | i | i | -1 | -12 | i | 1 | i | i | i | 3 | 1
34 | CCOc1ccc(N2CC(C(=O)Nc3cccnc3)CC2=O)cc1 (stereo unspecified) | i | i | 2 | -8 | i | 1 | i | i | i | -2 | -3
35 | COc1cc(/C=N/NC(=S)N/N=C/c2cc(OC)c(OC)c(OC)c2)cc(OC)c1OC | i | i | -4 | -4 | i | 0 | i | i | i | -1 | -3
36 | CCOc1ccc(C(=O)N2CCN(c3cccc(Cl)c3)CC2)cc1 | i | i | -6 | -16 | i | 3 | i | i | i | -4 | -2
37 | CC(C(=O)Nc1ccccc1-c1ccccc1)N1CCOCC1 (stereo unspecified) | i | i | -1 | -4 | i | -1 | i | i | i | -32 | 10
38 | NS(=O)(=O)c1ccc(NC(=O)COc2ncnc3sccc23)cc1 | i | i | -1 | -8 | i | -1 | i | i | i | 3 | 0
39 | Cn1c(=O)c2c(nc(NCC(O)CO)n2CCc2ccccc2)n(C)c1=O (stereo unspecified) | i | i | 1 | -11 | i | 0 | i | i | i | -1 | -2
40 | COc1ccc(CCNC(=O)C2(C)CCC(=O)N2CCC(C)C)cc1OC (stereo unspecified) | i | i | -2 | -4 | i | -2 | i | i | i | -2 | 6
41 | NC(=O)c1ccc(NC(=O)CN2CCN(C(=O)c3ccco3)CC2)cc1 | i | i | 2 | -4 | i | 0 | i | i | i | 0 | 4
42 | CSc1nnc(CSc2cc(C)nc(N(C)C)n2)o1 | i | i | 0 | -3 | i | 2 | i | i | i | 2 | 5
43 | CCCC(=O)Nc1cccc(NC(=S)NC(=O)C(C)Oc2ccc(Cl)cc2Cl)c1 (stereo unspecified) | i | i | 1 | -7 | i | 5 | i | i | i | 4 | -2
44 | Cc1cccc(NC(=S)NCCN(C2CCCCC2)C2CCCC2)c1 | i | i | 1 | -8 | i | 0 | i | i | i | -1 | 19
45 | COc1ccc(CCNC(=O)CSc2n[nH]c(C)c2[N+](=O)[O-])cc1OC | i | i | -3 | -10 | i | 2 | i | i | i | -1 | -7
46 | C=CCN(c1ccccc1)S(=O)(=O)c1ccc(Cl)c(C(=O)OCC(=O)NCCCN2CCCC2=O)c1 | i | i | 7 | -15 | i | -1 | i | i | i | 0 | -6
47 | COc1cccc(N2CCN(C(=O)c3cc4cc(Cl)ccc4[nH]3)CC2)c1 | i | i | 3 | -9 | i | 3 | i | i | i | -2 | 11
48 | CCOC(=O)N1CCN(C(=O)CCc2ccc(S(=O)(=O)NCCc3ccccc3)cc2)CC1 | i | i | -6 | -8 | i | 2 | i | i | i | -3 | 4
49 | CCN1CCN(Cc2ccc(NC(=O)c3cc(NC(=O)c4nccnc4N)cc(OC)c3)cc2C(F)(F)F)CC1 | i | i | -4 | -22 | i | 0 | i | i | i | 24 | 55*
50 | COc1ccc(CCNC(=O)c2cnc(C)cn2)cc1 | i | i | 2 | -9 | i | -2 | i | i | i | 2 | -10
51 | Cc1ccc(C(=O)N/C(=C/c2ccco2)C(=O)NCCc2c[nH]c3ccccc23)cc1 | i | i | 2 | -9 | i | 1 | i | i | i | -1 | -2
52 | COc1ccc2c(c1)O[C@H](c1ccc3c(c1)OCO3)[C@@H](OC(=O)Nc1cc(OC)c(OC)c(OC)c1)C2=O | i | i | 5 | -8 | . | -1 | i | i | i | 0 | .
53 | COC(CNC(=O)c1ccc(CS(=O)(=O)c2ccc(Br)cc2)o1)OC | i | i | 0 | -5 | i | 1 | i | i | i | -3 | 2
54 | O=c1c2ccccc2[nH]c(=S)n1C1CCCCC1 | i | 9* | -6 | 9.3* | i | 0 | i | i | i | -1 | 4
55 | Cc1cnc(C)c(N(C)NC(=S)Nc2ccccc2)n1 | i | i | -2 | -6 | i | 2 | i | i | i | -1 | -4
56 | O=C(/C=C/c1cccc(Br)c1)NCc1ccncc1 | i | i | -3 | -12 | i | -3 | i | i | i | 2 | .
57 | COc1ccccc1CNC(=O)c1ccccc1C(=O)NC(CC(C)C)C(=O)NCc1ccccc1OC (stereo unspecified) | i | i | -1 | -6 | i | 1 | i | i | i | 0 | .
58 | C=CCSc1nc(-c2ccccc2)c2cc(Cl)ccc2n1 | i | i | 7 | -7 | i | 2 | i | i | i | -1 | -3
